High-throughput results: PubChem BioAssay, National Center for Advancing Translational Sciences (NCATS)
Giardia killer – Giardia lamblia killing; activity change, % at 7.66 µM, hits read low; 340,000 compounds, 0.15% hits; AID 540267; Giardia lamblia trophozoite viability; in the data active means activity change below about -80%; inconclusive means between about -30% and that limit;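 further: parasites exposed to compound for two days anaerobically before the ATP read; on the % scale 0 is the no-effect control and ±100 the full control effect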
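Killing of trophozoites was scored by loss of ATP luminescence after a 48 hrs anaerobic exposure to compounds at 37 deg C, using 100 cells per well.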
ASM inhibitor – human S-ASM enzyme inhibition; P17405; placental ASM, HMU-PC fluorogenic substrate, 60 min; Potency, µM (highest dose often 57.5 µM), without a hit: at the top dose activity change, negative = inhibition, hits mostly inhibitors; 340,000 compounds, 0.006% hits; AID 504937; further: potency means the concentration at half of the fitted maximal effect
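Fluorescence read-out (Ex 386 nm, Em 447 nm) after stopping the reaction at pH 10. Enzyme: ASM from human placenta; substrate HMU-PC0, 9 uM final; 60 min, 37 °C. Compound preincubation 10 min, ambient temperature.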
Coupling enz – inhibits coupling enzyme system, counter-screen for aldolase hits. 290,000 compounds, 0.67% hits. coupling enzyme system counterscreen, AmpLite Red fluorescence. activity change, negative = inhibition, % at 58.2 µM, hits read low; in the data active means activity change below about -30%; further: on the % scale 0 is the no-effect control and ±100 the full control effect
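Counterscreen lacking aldolase: glyceraldehyde-3-phosphate coupling-enzyme reagent preincubated 10 min at RT with compound (at 57.5 uM final), then substrate/coupling system with AmpLite Red added; fluorescence read at 525/598 nm after 20 min RT.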
PTAP TSG101 blk – blocks PTAP/TSG101 interaction to inhibit HIV-1 budding; Q99816; Fluorescence polarization, FITC-PTAP peptide / Tsg101 binding; Potency, µM (series often up to 115 µM), for inactives: at the highest dose activity change, negative = inhibition, usual class: inhibitors; 340,000 tested, under 10 active; AID 493005; active means well fitted inhibition curve with a large enough effect in the main read-out, with a control signal flat, not every such curve was filed as active; inconclusive means small, poorly fitted or top-dose-only effect, or effect the other way, or a change in a side signal; inactive means no such curve, though single readings can be large or run the other way; further: potency means the concentration at half of the fitted maximal effect; % of control where 0% means no effect
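Tsg101 binding domain (10 uM final) was mixed with compound and a FITC-labeled PTAP peptide (50 nM final) in HEPES pH 7.5 buffer with NaCl, Tween 20, EDTA and TCEP; fluorescence polarization was read after 20 min at r.t.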
BCR signal inh – chronic active BCR signaling inhibition | 340,000 compounds, 0.05% hits | ABC-DLBCL IkBa-CBG/CBR reporter, luminescence ratio, 4 h | Potency, µM (doses to about 46.1 µM), inactives show top-dose ratio change, negative = lower green/red ratio, most hits filed as inhibitors; active means well fitted inhibition curve with a large enough effect in the signal ratio, with a control signal flat, not every such curve was filed as active; inconclusive means small, poorly fitted or top-dose-only effect, or effect the other way, or a change in a side signal; the % refers to the signal ratio;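 further: potency means the concentration at half of the fitted maximal effect; plate controls were basal doxycycline-induced cells for no effect and cells given 10 µM MG132 for full effect; MG132 reads +100%, hits lower the ratio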
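Concentration-response series (up to 46 uM) were applied to TMD8 dual-reporter cells for 4 h at 37C with doxycycline. Green/red ratio, after filter-overlap correction, defined %Activity; red signal alone was normalised to basal cells and zero luminescence.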
PKM2 activator – increases activity of human pyruvate kinase M2. purified PKM2, Kinase-Glo ATP luminescence, activation; response scale: 0% is enzyme alone, no compound. Potency, µM (titrated, usually from 57.5 µM), inactives show top-dose activation, actives largely listed as activators. 260,000 compounds, 0.34% hits. AID 1631; further: potency means the concentration at half of the fitted maximal effect; on the % scale 0 is the no-effect control and ±100 the full control effect; nearly all actives have a fitted effect of over 55% in size
Target sequence (P14618 whole entry, looked up): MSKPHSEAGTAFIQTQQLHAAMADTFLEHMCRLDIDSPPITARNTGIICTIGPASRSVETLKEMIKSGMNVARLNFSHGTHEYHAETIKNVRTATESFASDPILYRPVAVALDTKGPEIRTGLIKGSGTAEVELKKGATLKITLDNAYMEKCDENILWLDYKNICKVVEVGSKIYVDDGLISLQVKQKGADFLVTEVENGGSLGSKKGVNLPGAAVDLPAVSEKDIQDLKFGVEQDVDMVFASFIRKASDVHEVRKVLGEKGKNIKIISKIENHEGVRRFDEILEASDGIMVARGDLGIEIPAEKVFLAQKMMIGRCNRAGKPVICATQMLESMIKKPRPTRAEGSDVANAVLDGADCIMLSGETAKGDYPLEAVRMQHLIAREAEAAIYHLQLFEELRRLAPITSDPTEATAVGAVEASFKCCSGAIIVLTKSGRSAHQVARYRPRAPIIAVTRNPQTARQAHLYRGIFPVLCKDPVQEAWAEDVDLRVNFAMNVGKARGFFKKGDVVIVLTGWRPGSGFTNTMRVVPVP
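hPK-M2, >95% pure; 0.1 mM ADP / 0.5 mM PEP final; imidazole pH7.2 buffer w/ 7 mM MgCl2, 50 mM KCl; 1 h RT; Kinase-Glo lum. Intermediate enzyme activity for dual inhibitor/activator qHTS.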
B2AR arrestin – agonists driving beta-arrestin recruitment to human beta2-adrenergic receptor; P07550; beta-arrestin recruitment to beta2AR, cell-based reporter; Potency, µM (titrated, usually from 46.1 µM), for inactives: top-dose activation, usual class: activators; 330,000 compounds, 0.02% hits;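 further: potency means the concentration at half of the fitted maximal effect; 0% = DMSO controls and full agonism = EC100 isoproterenol or metaproterenol; nearly all actives have a fitted effect of over 65% in size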
GALK inhibitor – inhibitors of human galactokinase. Purified GALK, Kinase-Glo residual ATP luminescence. Potency, µM (series often up to 57.5 µM), inactives show top-dose activity change, negative = inhibition, most hits filed as inhibitors. AID 1868. P51570. 270,000 compounds, 0.007% hits; further: potency means the concentration at half of the fitted maximal effect; on the % scale 0 is the no-effect control and ±100 the full control effect
Target sequence (P51570 whole entry, looked up): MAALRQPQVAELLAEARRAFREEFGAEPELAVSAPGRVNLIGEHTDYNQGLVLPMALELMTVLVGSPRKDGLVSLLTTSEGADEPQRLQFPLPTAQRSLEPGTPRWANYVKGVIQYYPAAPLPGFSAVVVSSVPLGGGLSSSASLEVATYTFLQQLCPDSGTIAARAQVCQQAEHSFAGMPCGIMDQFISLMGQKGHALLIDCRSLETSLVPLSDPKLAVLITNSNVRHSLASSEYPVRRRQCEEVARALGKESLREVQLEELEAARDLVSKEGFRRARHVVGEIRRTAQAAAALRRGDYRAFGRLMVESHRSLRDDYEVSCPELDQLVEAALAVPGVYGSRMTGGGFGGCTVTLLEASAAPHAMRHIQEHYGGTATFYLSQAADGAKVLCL
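GALK at 5 nM final was combined with compound, 35 uM ATP and 100 uM galactose in HEPES pH8.0 with MgCl2 and DTT. The reaction ran one hour at room temperature before luminescent ATP detection.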
Menin-MLL TR inh – displaces Texas Red mutant MLL peptide from human menin | O00255 | AID 1768 | 270,000 compounds, 0.23% hits | Menin + Texas Red MLL mutant peptide, fluorescence polarization | Potency, µM (titrated, usually from 61.6 µM), for inactives: at the top dose FP activity change, negative = inhibition, actives largely listed as inhibitors; active means well fitted inhibition curve with a large enough effect in the polarisation, with a control signal flat, not every such curve was filed as active; inconclusive means small, poorly fitted or top-dose-only effect, or effect the other way, or a change in a side signal; inactive means no such curve, though single readings can be large or run the other way; the % refers to the polarisation; further: potency means the concentration at half of the fitted maximal effect; % of control where 0% means no effect; many of its hits are not listed in these tables
Tb PFK inh – blocks T. brucei phosphofructokinase | O15648 | T. brucei PFK, ADP-Glo luminescence | 330,000 compounds, 0.17% hits | Potency, µM (titrated, usually from 57.5 µM), for the others: at the highest dose activity, negative = inhibition, usual class: inhibitors | AID 485367;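 further: potency means the concentration at half of the fitted maximal effect; 0% = uninhibited 1x PFK enzyme wells and -100% = no-enzyme wells; nearly all actives have a fitted effect of over 60% in size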
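1.25 nM PFK with 0.5 mM F6P and 0.1 mM ATP in 0.1 M TEA pH 8.0, 5 mM MgCl2, incubated 45 min at room temperature; ADP measured by ADP-Glo luminescence; compounds titrated up to 57 uM.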
a7 integrin act – integrin-mediated muscular dystrophy alleviation activation; 350,000 compounds, 0.064% hits; AID 624291; alpha7betagal myoblasts, beta-gal FDG fluorescence, 48 h; Potency, µM (highest dose often 38.3 µM), inactives show at the top dose activation, hits mostly activators;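 further: potency means the concentration at half of the fitted maximal effect; 100% = response of the positive control SU9516; nearly all actives have a fitted effect of over 60% in size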
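Alpha7betagal+/- myoblasts (passage 13) were plated 16-24 hr, then exposed to compounds (1:260 dilution of DMSO stock) for 48 hours at 37C. After MPER lysis, β-galactosidase reporter activity was read as FDG fluorescence (ex 480/em 540) after 30 minutes.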
* marks the source's active call; other numbers are inactive results; i = inactive; ? = inconclusive; . = no result given; & = joins results of further samples; [ ] = remark or other dose. Unless noted, the call rests on the fitted dose curve; in most records, active means well fitted curve in the direction sought with a large enough effect; inconclusive means small, poorly fitted or top-dose-only effect, or another doubt; inactive means no such curve, though single readings can be large; an effect the other way counts as inactive or inconclusive. Not all compounds are listed, so the mix of outcomes need not match the whole.

SMILES	Giardia killer	ASM inhibitor	Coupling enz	PTAP TSG101 blk	BCR signal inh	PKM2 activator	B2AR arrestin	GALK inhibitor	Menin-MLL TR inh	Tb PFK inh	a7 integrin act
CCOC(=O)c1cccc(NC(=O)N[C@@H](C)C(=O)OC)c1	7	1%	0	-4%	-2%	0%	-0.5%	2%	4%	3%	-5%
CCOCCCNCC(=O)Nc1ccc(OC(F)(F)F)cc1	8	0%	-13	-2%	-9%	3%	0.1%	0%	-5%	7%	-9%
COc1ccc2c(c1)c(C(=O)CN1CCC3(CC1)OCCO3)c(C)n2C	20	-1%	-2	-7%	-2%	-2%	-0.7%	7%	-6%	0%	-9%
COc1ccc(NC(=O)CS(=O)(=O)c2cccc(Cl)c2)cc1	0	-3%	0	0%	3%	.	8.1%	-2%	18%	1%	16%
Cc1cccc(C)c1NC(=O)COC(=O)c1nonc1N	9	0%	-2	-1%	3%	-15%	0.2%	1%	-2%	-2%	-10%
COC(=O)c1ccc(C)c(NC(=O)COC(=O)C2CC3CCCC(C2)C3=O)c1 (centres undefined)	3	3%	.	-1%	1%	.	-0.3%	.	.	1%	-10%
Cc1csc(NC(=O)CSc2nc(C(C)C)nc3ccccc23)n1	5	-1%	0	-11%	?	5%	-1.0%	0%	14%	18%	-47%[inhibitor]
COC(=O)Cc1c(C)c2ccc(O)c(CN3CCCC(C)C3)c2oc1=O (centres undefined)	-20	i	2	-6%	-2%	-2%	-0.6%	-5%	24%	0%	-9%
O=C(Nc1scc(-c2ccccc2)c1C(=O)O)c1ccc(F)cc1	3	2%	-21	-12%	?	-4%	0.2%	2%	?	8%	-29%
Cc1oc(-c2ccc(Cl)cc2)nc1CN1CCC(C(=O)NCC2CCCO2)CC1 (centres undefined)	25	-1%	-2	-1%	-3%	.	-0.4%	0%	0%	2%	-15%

Arranged by value in Menin-MLL TR inh (high to low): some entries from above
Compound	Menin-MLL TR inh
COc1ccc(NC(=O)CS(=O)(=O)c2cccc(Cl)c2)cc1	18%
CCOC(=O)c1cccc(NC(=O)N[C@@H](C)C(=O)OC)c1	4%
Cc1cccc(C)c1NC(=O)COC(=O)c1nonc1N	-2%

(continued)
SMILES	Giardia killer	ASM inhibitor	Coupling enz	PTAP TSG101 blk	BCR signal inh	PKM2 activator	B2AR arrestin	GALK inhibitor	Menin-MLL TR inh	Tb PFK inh	a7 integrin act
OCC1(Cc2ccc(F)cc2)CCCN(CCCC(F)(F)F)C1 (centres undefined)	16	2%	1	-3%	0%	0%	0.0%	3%	-6%	0%	?
O=C1CC(C(=O)N2CCc3ccccc32)CN1c1ccccc1 (centres undefined)	3	2%	2	0%	0%	.	-0.2%	7%	-21%	1%	11%
O=C(NC1CCN(Cc2ccccc2)CC1)c1cn(-c2ccccc2)nc1-c1cccnc1	2	-1%	.	1%	?	.	-0.3%	.	.	0%	8%
COc1cc2[nH]c3c(N4CCN(c5ccc(Cl)cc5)CC4)ncnc3c2cc1OC	8	?	-1	-7%	?	-1%	0.5%	0%	?	1%	-19%
Cc1cc(NC(=O)COc2ccc3ccccc3c2)no1	1	-2%	-1	0%	?	0%	-0.1%	-1%	?	1%	19%
CN1C(=O)CCC(CCC(=O)O)(c2ccccc2O)C1=O (centres undefined)	-3	2%	-1	-1%	2%	.	0.4%	7%	-7%	2%	-14%
CC(=O)c1ccc(S(=O)(=O)Nc2ccc(C(=O)N3CCC3)cc2)cc1	?	2%	.	-3%	-5%	.	-0.1%	.	.	-4%	13%
Cc1cc(C)c2oc(=O)cc(CN3CCOCC3)c2c1	-15	-1%	2	-4%	-10%	-4%	-0.7%	0%	10%	0%	8%
O=C(Cc1n[nH]c(=O)c2ccccc12)NC(c1ccccc1)c1ccccc1	7	0%	0	-7%	-12%	-18%	-0.3%	0%	.	-19%	16%
COc1ccc(NC2CCCN(C(=O)c3ccc4[nH]c(C)c(C)c4c3)C2)cc1 (centres undefined)	-1	-4%	-1	-6%	-1%	.	0.2%	0%	-9%	-3%	-19%
CNC(=O)CNC(=O)Nc1ccc(Cl)c(Cl)c1	-14	-1%	2	0%	8%	-3%	-0.4%	-1%	16%	0%	18%
O=C(NC(=O)N1CCCCCC1)c1ccc(Cl)cc1	-19	0%	-1	2%	5%	-2%	-1.0%	1%	10%	4%	-31%
COc1ccc(C(=O)OC2CCCCC2CN(C)C)cc1 (centres undefined)	35[activator]	7%	1	-1%	1%	.	0.2%	.	-10%	-7%	-13%
Cc1nn(-c2ccccc2)nc1C(=O)OCC(=O)N1CCC(C)CC1	-3	0%	.	-2%	3%	.	-0.3%	.	.	-4%	-5%
Cc1cc(C)c(S(=O)(=O)N2CCN(C(=O)CCOc3ccccc3C)CC2)c(C)c1	13	-1%	.	-2%	3%	.	-0.4%	.	.	1%	-13%
O=C(Cn1nc(-c2ccccc2)ccc1=O)Nc1cccc(NC(=O)c2ccccn2)c1	.	.	1	.	?	-1%	3.3%	11%	?	0%	.
Cc1cccc(C2=NN(c3ccc(Br)cc3)[C@@H](C(=O)N3CCOC3=O)[C@@H]2c2ccc(F)cc2)c1	1	.	-4&-4	2%	1%	-3%	-3.7%	.	-23%&-17%	-4%	35%
Cc1ccc(OCCOC(=O)c2c(-c3ccccc3)noc2C)cc1	10	-13%	0	-2%	17%	0%	-0.2%	6%	12%	1%	0%
CCC(Sc1nc(N)cc(N)n1)C(=O)O (centres undefined)	3	-6%	-1	-8%	16%	-1%	-0.3%	-1%	-4%	1%	17%
CCCS(=O)(=O)N1CCCC(C(=O)NCCN(Cc2ccccc2)C(C)C)C1 (centres undefined)	-2	6%	1	-5%	3%	6%	0.1%	-1%	?	-3%	19%
CC(=O)Nc1ccc(OC/C=C(\C)Cl)cc1	-4	1%	0	-6%	-7%	8%	0.2%	4%	-2%	-2%	-20%
Cn1cnnc1SCC(=O)Nc1c(F)cc(F)cc1Br	-23	2%	0	-7%	2%	-3%	0.3%	0%	-15%	-1%	4%
Cn1c(NC(=O)/C=C/c2c(F)cccc2Cl)cc(=O)n(C)c1=O	-4	-1%	0	-1%	1%	13%	-0.1%	5%	5%	-5%	-12%
O=C(Nc1ccn(Cc2c(F)c(F)cc(F)c2F)n1)c1ccc(COc2cc(Cl)ccc2Cl)o1	5	-2%	-1	-7%	?	3%	0.1%	-2%	.	4%	16%
COc1ccc(CCN(C(=O)C(F)(F)F)C(C(=O)NC2CCCCC2)c2ccc(C)s2)cc1 (centres undefined)	16	-3%	0	-1%	0%	-2%	0.4%	0%	-4%	-4%	10%
S=c1nc[nH]c2c1[nH]c1ccccc12	-2	6%	0	-1%	2%	-8%	-0.2%	0%	3%	-24%	14%
CC(NC(=O)Nc1cccnc1)(C(F)(F)F)C(F)(F)F	5	5%	3	-5%	-2%	-4%	-0.2%	-5%	1%	-3%	11%
CC(=O)OCC(=O)Nc1ccccc1OC(F)F	10	2%	5	-7%	-7%	-7%	-0.1%	-1%	13%	0%	?
S=C(Nc1ccc2c(c1)OCCO2)Nc1ccccc1Cl	-1	-1%	.	1%	-13%	-7%	0.0%	-3%	.	1%	2%
CN(C)c1ccc([N+](=O)[O-])cc1C(=O)NCC(c1ccco1)N(C)C (centres undefined)	0	-2%	1	0%	-2%	1%	-0.5%	6%	-1%	0%	-23%
